Assay outcomes: PubChem BioAssay, several laboratories
DAX1 inh-1 = inhibits human nuclear receptor DAX1; P51843; HEK293 Gal4-DAX1 luciferase reporter, luminescence; inhibition, % at 6.75 µM; 340,000 tested, 0.99% active; AID 504766;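 active = inhibition above the mean over all tested compounds plus 3 SD, cut at about 4.2% in these data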;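 also: 0% = DAX1-transfected cells with DMSO and 100% = empty-vector control cells with DMSO; inhibition shows as a rise in luminescence from relieved DAX1 repression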
DAX1 inh-2 = DAX1 (NR0B1) inhibition, primary screen; HEK293T StAR-luciferase reporter, SF-1/DAX-1 repression relief; inhibition, % at 6.8 µM; 370,000 tested, 1.1% active; AID 652010;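 active = inhibition above the mean over all tested compounds plus 3 SD, cut at about 3.6% in these data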;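 also: 0% = DAX-1 cells with DMSO and 100% = cells lacking DAX-1 with DMSO; higher inhibition means more luminescence from relief of DAX-1 repression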
ssDAF12 agonist = activators of S. stercoralis DAF-12 nuclear receptor | HEK293 ssDAF-12/GRIP1 lit1-tk-luc reporter, luminescence; % of 3 µM dafachronic acid response | 370,000 tested, 1% active | activation, % at 6.8 µM;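 active = activation above the mean over all tested compounds plus 3 SD, cut at about 0.9% in these data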;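 also: 0% = DMSO-only wells and 100% = 3 µM delta7-dafachronic acid wells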
GC-A act = GC-A (human) enzyme activation. P16066. HEK293 GC-A cells, cGMP TR-FRET, EC30 ANP; 0% at EC30 ANP, 100% saturating ANP. activation, % at 10 µM. 370,000 tested, 0.14% active. AID 1671463; in the data active = activation above about 40%
SMARCA2 act = increases SMARCA2 function in MMTV reporter cells | MG213 cells, MMTV-luciferase reporter, dexamethasone, overnight | activation, % at 9.1 µM | 370,000 tested, 1% active; in the data active = activation above about 7.8%;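 also: 0% = vehicle wells and 100% = reference activator wells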
ADAM17 inh = inhibitors of human ADAM17; 370,000 tested, 0.83% active; AID 720648; P78536; inhibition, % at 6.95 µM; recombinant ADAM17, EDANS/DABCYL FRET peptide cleavage;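 active = inhibition above the mean of compounds lying between control limits plus 3 SD, set per campaign, cut at about 8.5% in these data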;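 also: 0% = DMSO-only wells as the low control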
Target sequence (P78536 215-824 limits assumed): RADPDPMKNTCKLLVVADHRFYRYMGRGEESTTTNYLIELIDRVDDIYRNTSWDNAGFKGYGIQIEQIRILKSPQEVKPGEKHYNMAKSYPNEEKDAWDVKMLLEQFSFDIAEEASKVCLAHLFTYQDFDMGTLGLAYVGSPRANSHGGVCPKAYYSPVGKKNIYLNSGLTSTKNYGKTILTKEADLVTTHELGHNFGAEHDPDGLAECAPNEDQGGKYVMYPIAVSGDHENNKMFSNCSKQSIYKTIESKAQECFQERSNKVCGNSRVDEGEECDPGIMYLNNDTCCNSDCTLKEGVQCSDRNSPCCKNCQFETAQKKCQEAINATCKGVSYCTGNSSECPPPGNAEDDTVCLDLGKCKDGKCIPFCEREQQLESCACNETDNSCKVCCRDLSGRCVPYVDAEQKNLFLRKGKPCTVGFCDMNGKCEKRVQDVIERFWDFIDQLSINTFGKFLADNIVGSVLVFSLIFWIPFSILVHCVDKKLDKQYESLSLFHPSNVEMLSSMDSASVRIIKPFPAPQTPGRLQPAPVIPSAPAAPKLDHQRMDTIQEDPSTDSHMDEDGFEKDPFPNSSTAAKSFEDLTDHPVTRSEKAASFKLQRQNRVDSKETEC
ADAM10 inh = inhibits human ADAM10 | AID 720582 | O14672 | 370,000 tested, 0.62% active | inhibition, % at 7 µM | recombinant ADAM10, EDANS/DABCYL FRET peptide cleavage, 3 h;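 active = inhibition above a per-campaign cutoff equal to the mean of compounds falling between control-based bounds plus 3 SD, cut at about 20% in these data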;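 also: 0% = DMSO wells while the 100% control is not disclosed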
Target sequence (O14672 214-748 limits assumed): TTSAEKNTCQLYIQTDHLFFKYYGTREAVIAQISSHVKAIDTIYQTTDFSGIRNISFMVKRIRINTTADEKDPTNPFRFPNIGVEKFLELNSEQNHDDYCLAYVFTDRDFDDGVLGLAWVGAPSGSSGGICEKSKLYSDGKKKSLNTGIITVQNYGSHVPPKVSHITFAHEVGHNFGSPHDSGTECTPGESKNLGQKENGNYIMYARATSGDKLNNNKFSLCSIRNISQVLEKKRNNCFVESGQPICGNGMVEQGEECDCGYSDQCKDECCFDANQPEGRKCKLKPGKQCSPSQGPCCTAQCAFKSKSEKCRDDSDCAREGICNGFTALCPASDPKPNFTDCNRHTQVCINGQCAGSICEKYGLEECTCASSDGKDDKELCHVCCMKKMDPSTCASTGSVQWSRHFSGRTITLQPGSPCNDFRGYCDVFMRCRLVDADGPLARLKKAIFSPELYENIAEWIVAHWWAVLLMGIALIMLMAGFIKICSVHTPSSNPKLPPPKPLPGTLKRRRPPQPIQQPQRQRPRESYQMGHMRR
PG9 binder = PG9 antibody binding by small molecule; TR-FRET gp120-PG9 antibody binding; inhibition, % at 6.7 µM; 360,000 tested, 0.43% active; AID 624416; in the data active = inhibition above about 8.5%
GAA850 FXN act = increases GAA850 frataxin promoter reporter activity; activation, % at 6 µM; 360,000 tested, 0.56% active; AID 540364; HEK293 lucGAA850 FXN promoter luciferase reporter, 24 h; percent of 10 µM SAHA response;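 active = activation above the average of all compounds screened plus 3 SD, cutoff fixed separately per campaign, cut at about 7.5% in these data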;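 also: 0% = DMSO wells and 100% = 10 µM SAHA wells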
hcDAF12 agonist = activators of H. contortus DAF-12 nuclear receptor | HEK293 hcDAF-12 lit1-tk-luc reporter, luminescence; 0% DMSO, 100% Δ7-dafachronic acid | activation, % at 6.8 µM | 370,000 tested, 1.4% active;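 active = activation above the mean of all tested compounds plus 3 SD, cut at about 5.5% in these data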;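 also: 100% = response to 3 µM Δ7-dafachronic acid high control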
hgDAF12 agonist = hgDAF-12 agonism, primary luciferase screen; HEK293 GAL4-hgDAF12 UAS-luciferase reporter, agonist luminescence; normalized to butyrate control; activation, % at 6.8 µM; 370,000 tested, 1.8% active;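 active = activation above a cutoff set at the mean of all screened compounds plus 3 SD, cut at about 10% in these data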;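 also: 0% = DMSO wells and 100% = sodium butyrate wells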
An asterisk follows results filed as active; i = inactive; · = not tested or not shown.

SMILES | DAX1 inh-1 | DAX1 inh-2 | ssDAF12 agonist | GC-A act | SMARCA2 act | ADAM17 inh | ADAM10 inh | PG9 binder | GAA850 FXN act | hcDAF12 agonist | hgDAF12 agonist
Cc1ccccc1N(CC(=O)NC(C)(C)C)C(=O)c1ccc(-c2ccccc2)[nH]1 | · | 0.0 | -1.6 | -0.1 | 1.1 | -0.3 | 3.4 | -2.7 | · | -0.7 | -1.9
CNc1c(NS(=O)(=O)c2cc(OC)ccc2OC)c(=O)oc2ccccc12 | -0.4 | 0.3 | -0.5 | -0.1 | 0.7 | -1.1 | 0.3 | -2.6 | 0.5 | 1.9 | 0.1
COC(=O)c1nnn(CC(=O)NC(=O)Nc2ccc(F)cc2)c1C(=O)OC | 0.7 | 0.1 | -1.4 | 3.1 | -1.6 | -0.5 | 0.8 | -2.2 | 3.5 | 0.9 | 3.0
O=C1C2CC=C(Cl)CC2C(=O)N1CCc1c[nH]c2ccccc12 (stereo not drawn) | 1.6 | 1.0 | 1.2* | -1.1 | 1.0 | 0.3 | 7.6 | 0.5 | 5.2 | 4.0 | 3.4
Cc1ccc(F)c(S(=O)(=O)NC(=O)C2(C)CCN2C(=O)CC(c2ccccc2)c2ccccc2)c1 (stereo not drawn) | · | -0.9 | -1.7 | 3.9 | -0.5 | -0.7 | -3.1 | -0.2 | -0.3 | 0.1 | -2.4
CN(Cc1ccccc1)S(=O)(=O)c1ccc(Cl)nc1 | 0.8 | -0.4 | -1.5 | -3.0 | 0.3 | -1.6 | 4.4 | -0.7 | 0.7 | 0.6 | -3.8
Cc1ccc(-c2csc3ncnc(SCC(=O)Nc4nnc(C)s4)c23)cc1 | 2.5 | 0.3 | -0.6 | 0.6 | -1.1 | 0.4 | -1.7 | 0.3 | -2.1 | -1.2 | -0.7
CCCCN(C(=O)c1cccc(-n2cnnn2)c1)c1c(N)n(CCCC)c(=O)[nH]c1=O | 0.4 | -0.1 | -0.5 | 1.9 | 0.3 | -0.5 | -7.3 | 0.9 | 0.4 | -0.9 | -0.6
Fc1ccc2cc(-c3ccccc3F)ncc2c1 | 2.0 | 0.6 | -0.1 | 3.4 | 1.4 | -0.4 | -4.9 | 0.1 | 6.5 | 3.3 | 5.7
O=C1c2ccccc2C2=Nc3ccccc3SC(c3ccccc3F)C12 (stereo not drawn) | 0.4 | -0.1 | -1.1 | -3.6 | -3.6 | 8.4 | 0.9 | 0.9 | -1.5 | 4.0 | 0.5
COc1ccccc1C(NC(=O)C1CCN(CCOc2ccc(Cl)cc2Cl)CC1)c1ccccn1 (stereo not drawn) | · | 0.0 | -1.2 | 3.5 | -2.4 | 7.7 | 10.1 | 0.5 | 1.2 | -2.1 | -2.0
CCCCOC(=O)Nc1nccs1 | 1.0 | 0.5 | 0.4 | 0.7 | -0.2 | -3.3 | -6.9 | 0.7 | 3.1 | -0.2 | 2.2
Cc1ccc(C)c(S(=O)(=O)NCc2ccc(C(=O)N3CCCCCC3)cc2)c1 | -1.0 | -0.9 | -1.6 | 0.2 | -3.9 | -0.7 | -3.5 | 0.4 | -3.5 | -3.0 | -2.8
Nc1cc(=O)[nH]c(=O)n1-c1ccc(Cl)cc1 | 0.1 | -0.1 | -1.2 | -4.3 | 1.6 | -2.9 | 5.8 | 0.6 | 0.6 | -1.0 | -1.5
O=C1CCCc2c1cc(-c1ccccc1)n2-c1ccc(O)cc1 | -1.4 | -1.3 | -1.7 | 75.5* | -1.3 | 1.1 | 6.8 | -2.3 | 1.2 | -2.4 | 0.9
COc1cc(/C=C2\CCC(C3CCCC3)C2=O)cc(OC)c1OC (stereo not drawn) | -0.6 | 0.1 | -1.1 | 2.9 | 2.2 | 0.6 | 8.7 | -0.6 | 2.3 | -1.3 | -0.4
Cc1ccc(O)c(CNn2cnnc2)c1 | 0.6 | 0.1 | -1.0 | 4.3 | -1.4 | 1.1 | -9.2 | -1.2 | 0.0 | -1.2 | 2.0
CCOC(=O)Cc1c(C)nc2c(C#N)c[nH]n2c1=O | 0.0 | 0.1 | -0.3 | 0.1 | -0.3 | -7.9 | -17.9 | 0.3 | 0.1 | 2.5 | 0.6
Cn1cc(Br)c(-c2cccc(NC(=O)CCCC(=O)O)c2)n1 | -0.2 | 0.3 | -1.6 | 1.1 | -1.7 | -6.3 | -8.5 | -0.3 | 0.0 | 1.1 | -0.5
Cc1cc(C)nc(-n2nc(C)c(Br)c2Nc2ccc(Br)cc2)n1 | 1.3 | -0.1 | -1.5 | -8.2 | -4.0 | -1.7 | -3.4 | 0.8 | 1.4 | -1.1 | 1.6
C=CCn1c2[n+](c3ccccc3c1=O)CCCCC2 | 0.2 | 0.2 | -0.2 | 5.1 | -1.7 | -0.5 | -2.9 | 0.1 | 0.2 | -1.3 | 0.1
Cc1cc(C)c([N+](=O)[O-])cc1NC(=O)CCS(=O)(=O)c1ccccc1 | 4.0 | -0.5 | -1.4 | -0.3 | 0.4 | -4.7 | 0.6 | 0.8 | 1.7 | -0.7 | 0.0
CSc1ccccc1NC(=O)CN(C)C(=O)CNC(=O)c1ccc(Oc2ccccc2)cc1 | -1.3 | -2.2 | -1.1 | 6.1 | -1.5 | 0.6 | 0.1 | -0.3 | 2.3 | -1.6 | 0.1
CC(=O)c1ccc(N2CCN(S(=O)(=O)c3ccc4c(c3)CC(C)N4C(C)=O)CC2)cc1 (stereo not drawn) | -1.3 | -9.6 | -1.9 | -1.1 | -1.4 | -12.7 | -63.3 | -2.5 | -6.5 | -5.6 | -8.0
COc1ccccc1-n1cnc2cc(NS(=O)(=O)c3ccccc3)ccc21 | 0.3 | -0.4 | -0.7 | -2.6 | -1.9 | 5.1 | 2.1 | -1.2 | 2.4 | 0.0 | -2.7
Other structures:
SMILES | DAX1 inh-1 | DAX1 inh-2 | ssDAF12 agonist | GC-A act | SMARCA2 act | ADAM17 inh | ADAM10 inh | PG9 binder | GAA850 FXN act | hcDAF12 agonist | hgDAF12 agonist
S=C(NCCc1ccccn1)Nc1ccccc1 | 0.3 | 0.9 | -0.9 | -0.3 | 3.3 | 0.9 | 6.2 | -1.1 | 0.7 | -0.9 | -0.6
Oc1oc(-c2ccco2)nc1C=Nc1cccc(Cl)c1 | 1.2 | 0.2 | -1.4 | 9.7 | -1.2 | -1.4 | -9.0 | -3.7 | -1.1 | 0.6 | -0.2
Cc1cccc2cc(C(c3nnnn3CC3CCCO3)N3CCOCC3)c(=O)[nH]c12 (stereo not drawn) | 0.6 | -0.5 | -0.4 | 3.1 | -0.9 | -33.8 | -91.1 | -2.7 | 0.8 | 1.0 | 1.7
COc1cc(OC)cc(C(=O)Nc2ccc(N(C)C)c3ccccc23)c1 | -0.1 | 0.0 | -0.9 | -5.7 | -1.6 | -2.8 | -11.7 | -3.6 | -1.4 | -0.2 | 1.6
CCOC(=O)c1c(NC(=O)COC(=O)CCOc2ccccc2C)sc(C(=O)NC)c1C | 0.9 | -0.3 | -1.1 | 0.8 | -1.9 | -6.2 | -1.3 | 30.5* | 2.0 | -1.3 | 0.0
COc1ccc(S(=O)(=O)N2CCN(c3ncccn3)CC2)cc1 | 0.4 | -0.6 | -1.0 | 3.3 | -2.4 | -5.1 | -2.8 | 0.6 | 1.5 | -1.1 | 0.5
Fc1ccc(CN2CCCCCCC2)cc1 | 3.9 | -0.1 | -1.5 | 1.1 | 2.0 | -2.3 | -4.4 | -1.6 | 0.6 | 0.3 | 0.2
CSc1ncccc1C(=O)NCC1CCCCC1 | -1.9 | 0.2 | -0.5 | 1.3 | -1.2 | -0.6 | 1.9 | 0.7 | 3.1 | 0.1 | -3.0
CCCSc1nnc(Cc2cc(=O)[nH]c(=O)[nH]2)n1-c1cc(C)ccc1C | -1.4 | -0.2 | -1.2 | -2.6 | 1.6 | -1.8 | 0.5 | -2.1 | 1.5 | -0.7 | -0.1
CCOc1ccc(CCNc2cc(C)nc3ncnn23)cc1OCC | -1.0 | -0.9 | 0.1 | 1.6 | -1.3 | 0.5 | -2.6 | 0.8 | -0.1 | -2.2 | -4.3
CN(c1ccc(Cl)cc1)S(=O)(=O)c1nnc(NC(=O)c2ccco2)s1 | 0.5 | 0.1 | -0.5 | -4.9 | -0.1 | 0.3 | -10.9 | 0.0 | -0.6 | 0.0 | -1.0
CCOC(=O)CSc1nncc2ccc(OC)c(OC)c12 | 0.0 | -0.3 | -0.7 | 4.6 | -2.5 | -6.6 | -12.5 | 0.3 | -1.4 | -0.4 | 0.1
Cc1sc(NC(=S)NC(=O)c2ccccc2)c(C#N)c1C | 0.8 | 0.4 | -0.7 | 2.9 | -3.1 | 3.5 | -2.5 | -2.8 | 2.4 | -0.2 | 3.4
Cc1ccc(-c2nc(CS(=O)(=O)CC(=O)NCCCN(Cc3ccccc3)C(C)C)c(C)o2)cc1 | -0.7 | 2.9 | -1.5 | -3.9 | -1.1 | -8.5 | -7.6 | 2.5 | 0.2 | -1.4 | 0.7
COc1ccc(CCNCC(O)Cn2c3ccccc3c3ccccc32)cc1OC (stereo not drawn) | 0.2 | 0.6 | -1.7 | -43.5 | -1.8 | 3.9 | -0.1 | -2.1 | -4.0 | -1.6 | 0.7
CC(C)Oc1ccc(S(=O)(=O)N2CCCCC2)cc1NC(=O)C1CCCC1 | -0.3 | -0.7 | -0.9 | -2.5 | -2.0 | -1.9 | -3.3 | -0.9 | 2.7 | -1.5 | 6.2
O=C(O)C1C(c2ccccc2)c2ccccc2C(O)C1CO (stereo not drawn) | -0.9 | 0.6 | -0.8 | 2.0 | -1.1 | 0.7 | 4.4 | -0.1 | -0.6 | -0.8 | 4.7
Cc1ccc(S(=O)(=O)N(C)C[C@H]2OCc3cn(nn3)CCCC(=O)N([C@H](C)CO)C[C@@H]2C)cc1 | 0.9 | 0.3 | -0.9 | 2.8 | -0.2 | -1.3 | -7.0 | -2.2 | -1.4 | 0.4 | 4.5
CCC/C=N/NC(=O)c1ccccc1O | 1.8 | -0.6 | -0.6 | 5.8 | 0.7 | -8.1 | -12.5 | -1.3 | 1.4 | -0.4 | 4.2
CCOc1ccc(C(C(=O)NCC2CCCO2)N(CCc2cccc(C)c2)C(=O)c2snc(C(N)=O)c2N)cc1 (stereo not drawn) | -0.4 | 0.0 | -0.7 | -3.5 | -1.5 | -2.8 | -27.9 | -1.7 | 0.3 | -0.6 | -1.6
COc1ccc(Nc2cccccc2=O)cc1 | -0.4 | 2.0 | -1.7 | 2.7 | 1.2 | -1.1 | -2.9 | -3.4 | 4.5 | -0.6 | 7.2
NC(=O)c1cc(NC(=O)CCc2nc3ccccc3s2)cc(C(N)=O)c1 | 0.7 | 0.5 | -1.5 | -7.0 | -1.1 | 2.5 | 5.5 | -0.9 | 0.9 | -2.7 | -0.3
O=C(COC(=O)/C=C/c1ccc(S(=O)(=O)N2CCc3ccccc32)cc1)NC1CCS(=O)(=O)C1 (stereo not drawn) | -1.1 | -0.1 | -0.8 | -6.6 | -2.3 | 3.7 | -4.7 | -2.4 | 1.3 | 1.7 | -2.0
CC(C)N(C(=O)CSc1ccc(S(=O)(=O)N2CCCCC2)cn1)C(C)C | 0.0 | -1.6 | -1.1 | 2.6 | -3.7 | -0.6 | -7.2 | 0.6 | 1.8 | -1.4 | -1.6
NS(=O)(=O)c1ccc(N2N=C(c3ccccc3)CC2c2cccc(F)c2)cc1 (stereo not drawn) | 1.2 | 0.8 | -1.5 | -6.8 | 2.2 | i | i | 0.7 | 2.4 | -0.4 | -0.7
